Screening data deposited in PubChem BioAssay by Broad Institute.
RAD52 anneal inh: RAD52 DNA annealing inhibitors, primary screen, biochemical, FRET, single point, set 2. DNA repair protein RAD52 homolog (Homo sapiens), P43351. recombinant RAD52 DNA annealing, FRET fluorescence. inhibition, % at 18.7 µM. hit rate 0.46% among 360,000. AID 651710, 2012;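 active means every replicate showing at least 50% inhibition; inconclusive means mean inhibition at least 50% but not in every replicate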
INS-1E GSIS act: GLuc luminescence reporter in INS-1E cells, primary screen for activators of glucose-dependent secretion of insulin | AID 743287, 2014 | hit rate 0.61% among 370,000 | INS-1E GLuc reporter insulin secretion, 2-3 h | activation, % at 16.6 µM;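 active means lowest replicate activation of at least 40%, so every replicate reaches that level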;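 further: 0% = median of neutral control wells and 100% = median of IBMX positive control wells; some compounds called inactive have numbers as strong as hits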
Casp6 inh: human caspase-6 inhibitors, primary screen, biochemical, VEID-R110 fluorescence, single point, set 2; hit rate 0.53% among 350,000; AID 686996, 2013; purified caspase-6, Z-VEID-R110 cleavage fluorescence; inhibition, % at 12.5 µM; P55212;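 active means mean inhibition across replicates at least about 35%, with every replicate also reaching that limit, limit read from the data; inconclusive means only one of the two criteria met; inactive means neither criterion met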;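 further: 0% = median of neutral control wells and 100% = no fluorescence left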
Target sequence (P55212 24-179 limits assumed): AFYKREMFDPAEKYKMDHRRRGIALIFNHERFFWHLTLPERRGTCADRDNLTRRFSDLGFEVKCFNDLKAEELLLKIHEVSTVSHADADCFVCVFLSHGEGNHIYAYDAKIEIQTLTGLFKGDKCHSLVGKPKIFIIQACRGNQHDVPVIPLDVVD
Target sequence (P55212 194-293 limits assumed): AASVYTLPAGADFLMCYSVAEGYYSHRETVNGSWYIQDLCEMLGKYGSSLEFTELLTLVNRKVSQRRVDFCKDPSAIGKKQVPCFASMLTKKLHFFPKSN
RAD54 branch: inhibitors of human RAD54 branch migration, primary screen, biochemical, fluorescence, single point. hit rate 0.14% among 360,000. DNA repair and recombination protein RAD54-like (Homo sapiens), Q92698. inhibition, % at 10.4 µM. RAD54 Holliday junction branch migration, FAM/BHQ fluorescence;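 active means mean normalized replicate activity at least 40 and at least half of replicates scoring 40 or more; inconclusive means only one of the two criteria met; inactive means mean below 40 and under half of replicates reaching 40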;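 further: 0% = median of neutral control wells and 100% = median of positive control wells; inhibitors cause a drop in the FAM fluorescence signal; in these data hits start at about 50%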
Target sequence (Q92698 whole entry, looked up): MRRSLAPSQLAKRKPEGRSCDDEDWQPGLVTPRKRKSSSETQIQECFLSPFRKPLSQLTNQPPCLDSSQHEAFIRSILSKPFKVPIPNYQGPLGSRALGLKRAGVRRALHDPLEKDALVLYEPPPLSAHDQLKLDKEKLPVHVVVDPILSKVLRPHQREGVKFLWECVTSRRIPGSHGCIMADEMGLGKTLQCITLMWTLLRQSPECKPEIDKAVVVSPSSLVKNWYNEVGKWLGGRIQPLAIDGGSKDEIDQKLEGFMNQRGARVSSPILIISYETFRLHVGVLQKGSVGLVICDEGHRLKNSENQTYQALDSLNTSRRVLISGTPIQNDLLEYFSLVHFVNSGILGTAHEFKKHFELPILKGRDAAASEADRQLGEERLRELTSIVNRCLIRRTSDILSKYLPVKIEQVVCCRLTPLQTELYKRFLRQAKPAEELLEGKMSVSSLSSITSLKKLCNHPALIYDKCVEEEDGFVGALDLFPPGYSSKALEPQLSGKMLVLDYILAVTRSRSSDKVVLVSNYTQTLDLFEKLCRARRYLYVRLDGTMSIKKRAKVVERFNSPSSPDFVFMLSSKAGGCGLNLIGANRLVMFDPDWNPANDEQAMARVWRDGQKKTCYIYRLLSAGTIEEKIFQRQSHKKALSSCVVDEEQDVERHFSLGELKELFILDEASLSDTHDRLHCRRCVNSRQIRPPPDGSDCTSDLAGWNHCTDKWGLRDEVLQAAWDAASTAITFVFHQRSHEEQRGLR
Xi reactivation: activators of inactive X chromosome reactivation, primary screen, imaging, XiGFP fibroblasts, GFP high-content imaging, set 2; activation, % at 7.58 µM; hit rate 0.055% among 360,000; XiGFP mouse fibroblasts, % GFP-positive cells imaging, 3 d; cells co-treated with 5-aza-dC sensitizer; scaled so ellipticine positive control = 100%;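 active means mean normalized replicate activation at least 10% and every replicate at or above 10%; inconclusive means only one of the two criteria met; inactive means mean below 10% and not all replicates reach 10%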;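 further: 0% = median of on-plate neutral control wells and 100% = ellipticine 6 µM median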
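System: 68-5-11 XiGFP fibroblast line; Timing: 3 days compound exposure; Compound dosing: one concentration, pinned; Benchmarks: positive control ellipticine, 6 µM final; Buffer or medium: DMEM containing 5-aza-dC.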
F508del corr: F508del CFTR correction, initial screen, CFBE line, single point | CFBE cells, YFP halide quenching; stimulated with forskolin plus potentiator P3; % fluorescence drop versus neutral controls | activity (quench increase), % at 7.58 µM | hit rate 0.36% among 350,000;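 active means mean added fluorescence quench of at least 8% versus neutral control, with both replicates also reaching 8%; inconclusive means only one of the mean or replicate conditions met; inactive means mean below 8% and not both replicates reaching 8%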;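 further: cells transiently co-express mutant CFTR-F508del with the halide-sensitive YFP; corrector assay measuring rescue of mutant channel to the surface after 24 h compound exposure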
E-sel inducer: E-selectin induction in HUVECs, primary screen, imaging, HUVEC, immunofluorescence imaging, single point; AID 686992, 2013; activation, % at 7.58 µM; hit rate 0.37% among 260,000; normalized: neutral wells 0, TNF-alpha wells 100;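 active means mean E-selectin-positive cell signal at least 10% of the positive control, reached in at least 60% of replicates, without over 20% cell loss; inconclusive means no rule given, readout overlaps actives, possibly toxicity-flagged; inactive means the rest, including those meeting only one limit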;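 further: in these data hits start at about 27%; measured in HUVEC primary endothelial cells; signal is the percent of cells scored E-selectin positive by PE staining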
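Test system: HUVEC | Signal: Immunofluorescence imaging | Read-out: Percent E-selectin-positive cells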
DENV2 CPE rescue: inhibitors of DENV2 cytopathic effect, primary screen, cell-based, plate reader, single concentration; DENV2-infected cells, cytopathic effect rescue; CPE inhibition, % at 9.99 µM; hit rate 1.7% among 350,000; AID 651640, 2012; in the data active means CPE inhibition above about 20%, passing the limit was not always enough; inconclusive means no clear call, values can overlap the other calls; tested in BHK-21 cells;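 further: 0% = median of neutral control wells and 100% = median of positive control wells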
Active calls of the source: *; ? = inconclusive; · = no result given; & = joins results of further samples.

SMILES	RAD52 anneal inh	INS-1E GSIS act	Casp6 inh	RAD54 branch	Xi reactivation	F508del corr	E-sel inducer	DENV2 CPE rescue
CC(C)NC(=O)Nc1ccc2c(c1)CC(=O)N([C@H](C)CO)C[C@@H](C)[C@H](CN(C)Cc1ccc(C(=O)Nc3ccccc3N)cc1)O2	9	16	0	·	0.2	0.7	0.4	0
COc1ccc(OC)c(NC(=O)CSc2nnc(-c3cccnc3)s2)c1	0	5	1	-1	4.5	5.0	4.6	?
O=C(CSc1ccccc1C(=O)O)NC12CC3CC(CC(C3)C1)C2	-20	2	3	-15	0.0	-0.2	6.1	-4
CC(C)CC#Cc1ccc2c(c1)O[C@H](CN(C)C(=O)c1ccccc1)[C@@H](C)CN([C@@H](C)CO)S2(=O)=O	13	-35	-1	4	-0.2	0.6	?	-4
Cc1ccc(S(=O)(=O)N2CC=C(C(=O)NCc3ccc(F)cc3)CC2)cc1	-25	-31	1	1	0.2	-1.7	·	3
O=C(CCN1C(=O)/C(=C/C=C/c2ccccc2)SC1=S)Nc1nc2ccccc2s1	-71	-3	0	·	0.2	0.3	·	-2
CCc1nnc(NC(=O)CSc2nnc(Cc3cccn3C)n2CCOC)s1	-11	3	-2	3	-0.1	-3.5	-1.0	-9
COC(=O)C1=C(Nc2cc(Cl)cc(Cl)c2)CSC1	-4	2	1	1	0.1	0.6	0.1	10
COc1cc(C=C2C(=O)c3ccccc3C2=O)ccc1O	-5	21	0	0	0.5	-1.8	·	10
N/C(=N/OS(=O)(=O)c1ccc([N+](=O)[O-])cc1)c1ccncc1	-5	13	1	0	0.0	-0.5	0.0	-1
COc1cc(CNc2ncnc3c2ncn3[C@H]2CN(Cc3cccc(C(F)(F)F)c3)C[C@@H](CO)O2)cc(OC)c1OC	-11	·	3	-2	-0.1	-2.8	-0.2	?
CCOC(=O)C1CCCN(C(=O)c2cc(-c3ccc(F)cc3)nc3ccccc23)C1 (centres undefined)	-8	-27	2	6	0.0	·	·	5
CCC(=O)N1CC2(CN(C(=O)NC(C)C)C2)c2c(n(C)c3cc(OC)ccc23)[C@H]1CO	10	18	·	·	0.1	-4.2	-0.5	-3
O=C(CCNC(=O)c1ccccc1)Nc1cccnc1	-16	5	·	-2	-0.1	-2.2	·	5
CC(N)c1csc(Nc2ccc(C(=O)NCCCO)cn2)n1 (centres undefined)	26	8	2	28	-0.1	-3.8	-0.1	30*
C[C@H]1CN([C@@H](C)CO)C(=O)c2cccc(NC(=O)Nc3ccc(F)cc3)c2O[C@@H]1CN(C)Cc1ccc(C(=O)Nc2ccccc2N)cc1	5	-3	5	·	0.9	0.0	7.7	-4
Cc1nc2cc(-c3ccc(Cl)cc3)nn2c(C)c1CCC(=O)NCc1ccco1	-12	4	1	-1	0.0	-0.5	-0.4	9
CCCCCC(=O)N/N=C/c1ccco1	-14	1	·	·	0.2	0.7	0.0	5
N#C[C@H]1[C@@H](c2ccc(-c3cccc(F)c3)cc2)[C@H](CO)N1C(=O)CN1CCOCC1	-5	-10	-2	-4	0.0	1.4	-0.3	-7
COc1ccc(CN(C)C[C@@H]2OCCCC[C@H](C)Oc3ccc(NC(=O)Nc4ccc5c(c4)OCO5)cc3C(=O)N([C@@H](C)CO)C[C@H]2C)cc1	44	-40	-1	-10	-0.1	-3.3	0.0	5
CSc1ccc(CNC(=O)C2CCC(=O)N(CCc3cccc(F)c3)C2)cc1 (centres undefined)	-6	-18	-3	-13	0.0	-0.5	·	-6
CC(=O)N1CCC(N(CCN2CCOCC2)C(=S)Nc2cccc(C)c2C)CC1	·	-2	·	-13	0.2	·	0.1	·
CCOC(=O)c1cncc(C#CCO)c1	-4	-12	2	·	-0.1	-0.3	0.0	-3
C[C@@H]1CN([C@H](C)CO)C(=O)c2cc(/C=C/c3ccccc3)cnc2O[C@@H]1CN(C)C(=O)Nc1ccccc1F	7	-25	-3	-6	0.4	-2.8	0.3	?
Cc1ccc2c(c1)sc(=NC(=O)C1CC1)n2C	-13	10	1	3	5.0	2.2	10	-8
CN(C)C(=O)C[C@H]1C=C[C@@H](NC(=O)NC2CCCCC2)[C@@H](CO)O1	2	12	6	10	-0.5	-1.1	0.7	-12
Cc1noc(NS(=O)(=O)c2ccc(NC(=O)c3ccc(N4C(=O)c5ccccc5C4=O)cc3)cc2)c1C	-24	2	-1	·	0.1	-1.2	·	2
Cn1c(=O)c2c([nH]c(OCc3ccc(Cl)cc3Cl)[n+]2Cc2ccc(F)cc2)n(C)c1=O	-9	-2	-2	·	-0.1	6.2	·	-1
O=[N+]([O-])c1cc(Cl)ccc1-c1nc(-c2ccncc2)no1	-8	-2	2	·	0.0	1.1	·	·
C[C@H]1CN([C@@H](C)CO)C(=O)c2cc(C#Cc3ccccn3)cnc2O[C@H]1CN(C)C(=O)CCN1CCCCC1	-31	2	1	1	0.8	3.1	0.0	7
Cc1cc(-c2cccs2)c(C#N)c(=S)[nH]1	-5	9	1	1	0.2	1.2	·	-4
O=C(CCNC(=O)c1ccccc1Cl)NN1C(=O)NC2(CCCCC2)C1=O	1	7	-1	9	0.0	4.8	·	1
COCCNC(=S)N1CCC(C(=O)c2ccc(F)cc2)CC1	-3	-15	-3	3	0.0	-2.7	·	2
COc1ccc(/C=C(\C#N)C(=O)OC2CCOC2=O)cc1 (centres undefined)	-38	-45	3	-12	0.2	1.0	2.0	·
O=C(COC(=O)C1=COCCO1)NCc1ccc(Cl)cc1Cl	10	12	4	6	-0.1	2.1	0.0	-7
C/C=C/c1ccc([C@@H]2[C@@H](CO)N3C(=O)CN(Cc4ccc(F)cc4)C[C@H]23)cc1	-18	-13	3	·	0.0	-1.3	3.7	10
OCC[C@H]1C[C@H](O)[C@@H](O)[C@@]2(CCCc3ccccc3O2)O1	-4	-1	4	2	-0.2	-0.6	1.0	-12
COc1ccc(CNS(=O)(=O)CCNCCc2ccccc2)cc1	-2	1	0	-4	0.2	2.2	-0.5	-3
CCOC(=O)c1ccc(NC(=S)NCCc2ccc(F)cc2)cc1	-11	-5	0	·	0.0	1.4	·	-1
Cc1cc(C)nc(NC(=O)Nc2ccc(F)cc2F)n1	-10	23	0	-4	0.0	0.9	·	-4
CCNC(=O)C1(C)CCCN1C(=O)c1cc(OC)c(OC)c(OC)c1 (centres undefined)	-5	2	-8	-4	-0.1	-0.6	-0.1	-4
Cc1cc(S(=O)(=O)N2CCOCC2)ccc1NC(=O)c1ccc(F)cc1	-13	2	0	3	0.0	0.3	0.0	2
CCOC(=O)C1CCN(C(=O)c2cc3ccc(OC)cc3[nH]2)CC1	-12	-10	-1	3	0.2	2.7	-0.1	1
C[C@@H]1CN([C@H](C)CO)C(=O)Cc2cc(NC(=O)Nc3ccc(C(F)(F)F)cc3)ccc2O[C@H]1CN(C)C(=O)Nc1cccc2ccccc12	1	6	5	2	0.0	-1.2	-8.6	-9
CCCCCOc1ccc(/C(C)=N/NC2=NCCN2)cc1	34	-10	-7	13	0.1	-1.3	·	?

7 entries from above, as a markdown table.
| SMILES | RAD52 anneal inh | INS-1E GSIS act | Casp6 inh | RAD54 branch | Xi reactivation | F508del corr | E-sel inducer | DENV2 CPE rescue |
| --- | --- | --- | --- | --- | --- | --- | --- | --- |
| Cc1cc(-c2cccs2)c(C#N)c(=S)[nH]1 | -5 | 9 | 1 | 1 | 0.2 | 1.2 | · | -4 |
| O=C(CCNC(=O)c1ccccc1Cl)NN1C(=O)NC2(CCCCC2)C1=O | 1 | 7 | -1 | 9 | 0.0 | 4.8 | · | 1 |
| COCCNC(=S)N1CCC(C(=O)c2ccc(F)cc2)CC1 | -3 | -15 | -3 | 3 | 0.0 | -2.7 | · | 2 |
| COc1ccc(/C=C(\C#N)C(=O)OC2CCOC2=O)cc1 (centres undefined) | -38 | -45 | 3 | -12 | 0.2 | 1.0 | 2.0 | · |
| O=C(COC(=O)C1=COCCO1)NCc1ccc(Cl)cc1Cl | 10 | 12 | 4 | 6 | -0.1 | 2.1 | 0.0 | -7 |
| C/C=C/c1ccc([C@@H]2[C@@H](CO)N3C(=O)CN(Cc4ccc(F)cc4)C[C@H]23)cc1 | -18 | -13 | 3 | · | 0.0 | -1.3 | 3.7 | 10 |
| OCC[C@H]1C[C@H](O)[C@@H](O)[C@@]2(CCCc3ccccc3O2)O1 | -4 | -1 | 4 | 2 | -0.2 | -0.6 | 1.0 | -12 |

Next records
SMILES	RAD52 anneal inh	INS-1E GSIS act	Casp6 inh	RAD54 branch	Xi reactivation	F508del corr	E-sel inducer	DENV2 CPE rescue
CCOC(=O)C(N)CSC1CC(=O)N(CCc2ccccc2)C1=O (centres undefined)	-3	0	1	-5	0.1	0.6	-0.1	-10
Cc1cccc(N(Cc2ccccc2)C(=O)CCl)c1	3	97*	3	·	0.1	-8.8	·	-4
C[C@H]1CCCCO[C@H](CN(C)CC2CC2)[C@@H](C)CN([C@@H](C)CO)C(=O)c2cc(NC(=O)Nc3ccc(C(F)(F)F)cc3)ccc2O1	·	24	·	19	0.3	-1.2	·	3
COc1ccc(CN2C[C@@H](CO)O[C@@H](n3cnc4c(N5CCN(CCO)CC5)ncnc43)C2)cc1	-10	15	-5	-11	0.0	-1.2	0.1	-5
C[C@@H]1CCCCO[C@@H](CN(C)C(=O)Nc2ccc(F)cc2)[C@@H](C)CN([C@H](C)CO)C(=O)c2cc(NC(=O)Nc3ccc4c(c3)OCO4)ccc2O1	4&-31	12&-7	0&1	1	0.1&0.1	-0.5&1.1	0.2&-0.3	-1&-6
C[C@@H]1CN([C@@H](C)CO)C(=O)Cc2cc(NC(=O)NC3CCCCC3)ccc2O[C@@H]1CN(C)Cc1ccccc1	-1	-8	-1	-1	-0.2	4.1	0.7	2
Cc1ccc(NC(=O)COC(=O)c2ccccc2Cl)cc1S(=O)(=O)N(C)C	-14	-17	·	·	-0.1	2.2	-0.1	0
CC(C)N(C)c1ncnc2c1ncn2[C@H]1CN(Cc2ccc(Cl)cc2)C[C@@H](CO)O1	-4	-12	2	4	0.2	0.9	-0.3	-6
COc1ccc(-c2ocnc2C(=O)Nc2ccc3c(c2)CCC3)cc1	-24	2	-2	7	0.1	2.2	·	3
Cc1ccc2cc(CN(CC(C)C)S(=O)(=O)c3cccc4nonc34)c(=O)[nH]c2c1	-42	1	8	-4	0.0	3.3	·	0
CCN1C[C@@H]2[C@@H]3C(=O)N(Cc4ccccc4)C(=O)[C@@H]3[C@](CC)(C(=O)OC)N2C1=NC1CCCCC1	-2	1	-2	-2	0.0	-1.3	2.0	?
Cc1ccccc1OCC(=O)NNC(=O)Nc1ccccc1	-9	-3	-2	·	-0.1	-0.1	0.0	13
Cc1occc1C(=O)N/N=C/c1sc(N2CCOCC2)nc1-c1ccccc1	-12	22	3	·	0.1	2.2	·	3
O=C(OCc1cncs1)c1ccccc1Cl	-12	0	0	7	0.4	-1.2	0.6	0
